# ssDAF-12 act – activates DAF-12 receptor from parasite S. stercoralis. HEK293 ssDAF-12/GRIP1 lit1-tk-luc reporter, luminescence; % of 3 µM dafachronic acid response. activation, % at 6.8 µM. 370,000 tested, 1% active. AID 652126;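 active = activation above the mean over all tested compounds plus 3 SD, cut at about 0.9% in these data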;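 note: 0% = DMSO-only wells and 100% = 3 µM delta7-dafachronic acid wells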
# SMARCA2 activ – increases SMARCA2 function in MMTV reporter cells; MG213 cells, MMTV-luciferase reporter, dexamethasone, overnight; activation, % at 9.1 µM; 370,000 tested, 1% active; in the data active = activation above about 7.8%;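 note: 0% = vehicle wells and 100% = reference activator wells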
# hcDAF-12 act – activates DAF-12 receptor from parasite H. contortus. HEK293 hcDAF-12 lit1-tk-luc reporter, luminescence; 0% DMSO, 100% Δ7-dafachronic acid. activation, % at 6.8 µM. 370,000 tested, 1.4% active;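 active = activation above the mean of all tested compounds plus 3 SD, cut at about 5.5% in these data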;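 note: 100% = response to 3 µM Δ7-dafachronic acid high control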
# NPR2 activator – GC-B (human) receptor activation; activation, % at 10 µM; HEK293-GC-B cells, CNP EC30, cGMP TR-FRET; 0% at EC30 CNP, 100% saturating CNP; 370,000 tested, 0.11% active; AID 1920062; P20594;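 active = activation at 10 µM reaching about 35% in either raw or pattern-adjusted values, limit read from the data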
# GC-A act – GC-A (human) enzyme activation; HEK293 GC-A cells, cGMP TR-FRET, EC30 ANP; 0% at EC30 ANP, 100% saturating ANP; activation, % at 10 µM; 370,000 tested, 0.14% active; AID 1671463; in the data active = activation above about 40%
# DAX1 inh-1 – inhibitors of human orphan nuclear receptor DAX1 (NR0B1); HEK293 Gal4-DAX1 luciferase reporter, luminescence; inhibition, % at 6.75 µM; 340,000 tested, 0.99% active; AID 504766;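 active = inhibition above the mean over all tested compounds plus 3 SD, cut at about 4.2% in these data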;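 note: 0% = DAX1-transfected cells with DMSO and 100% = empty-vector control cells with DMSO; inhibition shows as a rise in luminescence from relieved DAX1 repression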
# sPLA2-III inh – Inhibits HGIII-sPLA2 liposome hydrolysis, primary screen; Q9NZ20; QFRET BODIPY PC-A2 liposome hydrolysis, fluorescence; inhibition, % at 12.2 µM; 370,000 tested, 0.56% active;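 active = inhibition above mean plus 3 SD of compounds lying within the high and low control bounds, cut at about 19% in these data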;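 note: 0% = median of test compound wells and 100% = no enzyme DMSO wells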
# Target sequence (Q9NZ20 whole entry, looked up): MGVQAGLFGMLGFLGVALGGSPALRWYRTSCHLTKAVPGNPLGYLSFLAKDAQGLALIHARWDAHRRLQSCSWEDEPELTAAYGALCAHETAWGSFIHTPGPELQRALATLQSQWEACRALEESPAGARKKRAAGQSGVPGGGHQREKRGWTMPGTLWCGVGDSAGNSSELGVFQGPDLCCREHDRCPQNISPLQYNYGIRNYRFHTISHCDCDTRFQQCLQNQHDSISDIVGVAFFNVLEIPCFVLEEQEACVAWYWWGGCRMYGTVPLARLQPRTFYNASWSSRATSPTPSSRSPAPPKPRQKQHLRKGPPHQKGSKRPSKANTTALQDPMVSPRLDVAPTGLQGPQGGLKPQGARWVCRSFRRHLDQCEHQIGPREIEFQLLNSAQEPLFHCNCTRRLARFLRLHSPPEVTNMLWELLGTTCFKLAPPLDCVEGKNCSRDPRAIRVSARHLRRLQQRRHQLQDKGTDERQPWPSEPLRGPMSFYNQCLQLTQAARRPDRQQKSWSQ
# ADAM10 inh – inhibits human ADAM10; O14672; recombinant ADAM10, EDANS/DABCYL FRET peptide cleavage, 3 h; inhibition, % at 7 µM; 370,000 tested, 0.62% active; AID 720582;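 active = inhibition above a per-campaign cutoff equal to the mean of compounds falling between control-based bounds plus 3 SD, cut at about 20% in these data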;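 note: 0% = DMSO wells while the 100% control is not disclosed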
# Target sequence (O14672 214-748 limits assumed): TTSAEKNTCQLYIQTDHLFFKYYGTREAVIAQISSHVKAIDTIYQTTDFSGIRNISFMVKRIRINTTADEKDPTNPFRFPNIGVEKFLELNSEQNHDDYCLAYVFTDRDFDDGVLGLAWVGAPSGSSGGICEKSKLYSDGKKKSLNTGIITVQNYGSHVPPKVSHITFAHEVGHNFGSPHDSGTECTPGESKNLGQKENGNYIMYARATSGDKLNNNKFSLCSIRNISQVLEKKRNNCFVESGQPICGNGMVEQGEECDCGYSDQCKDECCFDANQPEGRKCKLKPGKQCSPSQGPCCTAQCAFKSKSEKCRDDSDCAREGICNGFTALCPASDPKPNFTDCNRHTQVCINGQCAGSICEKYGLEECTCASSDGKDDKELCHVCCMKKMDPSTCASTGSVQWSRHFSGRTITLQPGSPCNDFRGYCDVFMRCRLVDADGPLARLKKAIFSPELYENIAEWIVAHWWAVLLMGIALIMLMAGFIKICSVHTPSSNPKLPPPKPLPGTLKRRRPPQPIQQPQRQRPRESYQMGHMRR
# DAX1 inh-2 – blocks DAX1 repression of SF-1 activated StAR promoter. HEK293T StAR-luciferase reporter, SF-1/DAX-1 repression relief. inhibition, % at 6.8 µM. 370,000 tested, 1.1% active. AID 652010;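 active = inhibition above the mean over all tested compounds plus 3 SD, cut at about 3.6% in these data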;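 note: 0% = DAX-1 cells with DMSO and 100% = cells lacking DAX-1 with DMSO; higher inhibition means more luminescence from relief of DAX-1 repression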
# FXN GAA850 act – increases GAA850 frataxin promoter reporter activity. HEK293 lucGAA850 FXN promoter luciferase reporter, 24 h; percent of 10 µM SAHA response. activation, % at 6 µM. 360,000 tested, 0.56% active. AID 540364;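 active = activation above the average of all compounds screened plus 3 SD, cutoff fixed separately per campaign, cut at about 7.5% in these data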;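 note: 0% = DMSO wells and 100% = 10 µM SAHA wells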
# hgDAF-12 ag – activates the H. glycines DAF-12 receptor ligand-binding domain. activation, % at 6.8 µM. HEK293 GAL4-hgDAF12 UAS-luciferase reporter, agonist luminescence; normalized to butyrate control. 370,000 tested, 1.8% active;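 active = activation above a cutoff set at the mean of all screened compounds plus 3 SD, cut at about 10% in these data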;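 note: 0% = DMSO wells and 100% = sodium butyrate wells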
# * hit, by the source's call; i = inactive; · = no result given.
SMILES,ssDAF-12 act,SMARCA2 activ,hcDAF-12 act,NPR2 activator,GC-A act,DAX1 inh-1,sPLA2-III inh,ADAM10 inh,DAX1 inh-2,FXN GAA850 act,hgDAF-12 ag
CCCCNC(=O)c1c(N)[nH]c(C(=O)c2ccccc2)c1-c1ccccn1,-1.0,-4.0,1.4,1.1,-5.7,·,19.3*,-11.9,-0.9,·,1.0
CCCCCN1C2=NCCN2c2ccccc21,-0.9,4.4,-2.0,-23.4,-36.0,0.3,8.6,4.2,0.1,-0.1,-1.0
CCOC(=O)N1CCN(C(=O)c2ccccc2SCC(=O)NCC2CCCCC2)CC1,-1.0,-0.2,-1.0,5.5,-4.6,0.5,8.3,-4.8,-1.5,2.7,-0.8
CCOC(=O)C(C)Oc1ccsc1C(=O)OC (configuration not stated),-0.7,-2.2,-0.9,2.5,-0.5,·,1.8,-7.2,0.3,·,-0.5
O=C(CNS(=O)(=O)c1ccc(C(=O)N2CCCCC2)cc1)N1CCCCC1,-1.6,-8.9,-1.8,0.6,-1.1,-0.4,5.2,-3.7,-1.2,-1.5,-2.0
Cc1cccn2c(=O)c3cc(C#N)c(=NC(=O)c4cccs4)n(CCCOC(C)C)c3nc12,-1.7,0.0,-1.6,-0.7,5.7,3.3,-2.2,i,-0.6,-0.5,-3.3
C[C@@H]1CN([C@@H](C)CO)C(=O)CCCn2nncc2CO[C@H]1CN(C)Cc1ccc2c(c1)OCO2,-1.1,-0.3,-1.3,6.1,-1.4,-0.7,0.6,-0.8,1.4,0.4,-0.6
Cn1nc(C(F)(F)F)c2cc(NC(=O)OCc3ccc(C(C)(C)C)cc3)sc21,-1.1,-4.2,-1.8,5.2,13.4,0.7,3.2,0.3,0.4,0.1,-3.3
CCOCCCn1c(=S)[nH]c2cc(C(=O)NCCc3ccccc3)ccc2c1=O,-0.3,-0.7,0.4,3.6,1.5,1.4,4.9,-10.2,-0.1,1.9,3.3
CCNC(=S)N1CCN(c2nc(CC)nc3sc4c(c23)CCCC4)CC1,-1.7,-1.1,-2.0,-9.9,-19.0,0.2,7.8,12.2,-1.7,0.6,-2.9
COc1ccc(S(=O)(=O)N2CCN(Cc3cc(OC)c(O)c(OC)c3)CC2)cc1,-0.8,2.9,-0.6,0.0,3.0,-0.2,-2.5,2.0,0.4,0.1,1.5
C=CCn1c(-c2ccc(OC)cc2)nc2nc3ccccc3nc21,-0.5,5.4,1.4,3.3,3.6,1.4,-3.9,i,0.6,0.9,2.8
Cc1cc(F)ccc1S(=O)(=O)N1CCCOC1CNC(=O)C(=O)NCc1ccccn1 (configuration not stated),-0.3,0.9,0.0,-0.4,1.1,0.1,2.3,7.7,-0.3,-0.3,-3.4
O=C(NCC(c1ccco1)N1CCCCC1)c1ccc(COc2ccccc2)cc1 (configuration not stated),-0.9,-2.1,-2.6,4.4,6.6,-0.6,-9.4,4.2,-1.7,1.2,-1.0
COc1ccc(N2C(=O)C3CCCN3C2c2cccs2)cc1 (configuration not stated),-1.3,1.9,-1.2,0.4,13.7,0.3,-1.6,-2.7,0.9,2.9,-0.2
CCOC(=O)CN(C(=O)CSc1nnc(COc2ccc(OC)cc2)n1C)c1ccccc1,-0.4,-0.1,-1.3,-2.1,0.8,-1.5,-3.0,-2.9,-0.9,-2.1,0.2
CN(CC(=O)Nc1ccccc1Cl)C(=O)CCNC(=O)Nc1ccccc1,-0.9,2.2,-1.9,-2.8,1.4,-0.7,-3.3,-0.8,-0.7,0.3,-1.2
COc1ccc(CC(O)COS(N)(=O)=O)cc1 (configuration not stated),-0.9,1.1,-0.5,-3.1,1.4,1.0,6.5,6.4,-0.4,0.3,0.4
COc1ccc(Cc2nc3ccc(C(=O)N(C)CCO)cc3o2)cc1,-1.0,-0.9,1.5,3.7,3.5,1.2,-3.6,-5.1,0.4,1.2,-1.1
CN(CC(=O)Nc1ccc(Cl)c(C(F)(F)F)c1)C(=O)c1cn2ccccc2n1,-1.0,0.0,-3.1,-5.4,1.6,0.1,-4.2,-4.4,-2.8,0.6,2.5
Cc1cc(NC(=O)Nc2cc(Cl)ccc2C)no1,-1.0,-2.4,1.1,-3.4,-1.4,-0.2,-3.8,-1.0,0.1,0.3,2.8
CC(C)n1c(CNC(=O)c2ccccc2F)nnc1SCC(=O)c1ccc(F)cc1,-1.1,-1.7,0.9,-4.2,-0.9,0.2,2.8,-8.3,-1.3,0.1,3.8
COc1ccc(Cl)cc1S(=O)(=O)N1CCCc2ccccc21,-0.5,-1.6,-1.0,-7.4,-4.7,0.7,-3.9,0.9,0.0,2.1,-0.3
O=C(O)CNS(=O)(=O)c1ccc2c3c(cccc13)C(=O)N2,0.1,-1.8,-0.3,7.4,4.0,-0.2,-1.8,i,0.2,2.0,2.3
CCN1CCCC1Cn1cnc2c([nH]c3cc(OC)ccc32)c1=O (configuration not stated),-1.3,1.7,-0.7,-7.4,4.0,0.4,-1.9,7.8,0.4,0.1,-0.3
CC1CN=C(c2cccn2Cc2ccc(F)cc2Cl)O1 (configuration not stated),-1.1,-2.8,-0.2,-3.8,3.4,1.1,4.5,6.7,0.6,1.1,1.1
Cc1cccnc1NC(=O)c1ccc2nc(N)sc2c1,-0.6,1.4,1.7,3.0,-1.9,0.9,8.2,-7.3,0.6,1.0,1.4
Cc1nnc2c3ccccc3c(Cl)nn12,-1.6,-2.2,-0.7,-3.6,9.7,3.5,1.3,-6.6,-0.8,-0.1,1.8
O=C(C1CCN(S(=O)(=O)c2ccc(-n3cnnn3)cc2)CC1)N1CCN(c2ccccc2)CC1,-1.3,-2.8,-1.2,-0.3,-3.1,-1.2,3.8,-15.3,-0.5,-3.0,-1.4
O=C(c1cc(-c2ccccc2)nc2ccccc12)N1CCCC1,-0.3,-1.2,-0.8,5.6,0.4,-0.2,2.5,13.2,-0.1,0.7,-0.2

# An excerpt from above, limited to GC-A act, sPLA2-III inh and hcDAF-12 act:
smiles | GC-A act | sPLA2-III inh | hcDAF-12 act
COc1ccc(Cl)cc1S(=O)(=O)N1CCCc2ccccc21 | -4.7 | -3.9 | -1.0
O=C(O)CNS(=O)(=O)c1ccc2c3c(cccc13)C(=O)N2 | 4.0 | -1.8 | -0.3

# (further entries)
SMILES,ssDAF-12 act,SMARCA2 activ,hcDAF-12 act,NPR2 activator,GC-A act,DAX1 inh-1,sPLA2-III inh,ADAM10 inh,DAX1 inh-2,FXN GAA850 act,hgDAF-12 ag
COc1ccc(C(CC(=O)Nc2cc(OC)cc(OC)c2)n2cccc2)cc1 (configuration not stated),-1.0,2.9,-0.9,-15.2,-34.4,1.1,-64.4,7.9,-0.4,0.3,0.3
Cc1cc(C)n(-c2cccc(CN(C)Cc3nc(-c4cnccn4)no3)c2)n1,-2.1,-0.7,2.5,-8.2,2.0,-1.0,0.7,-1.6,-0.5,-1.5,3.0
C=CCn1c(N2CCCC2)nc2c1c(=O)[nH]c(=O)n2C,-2.0,-2.1,-1.0,1.5,1.0,1.3,8.9,-1.9,-0.4,3.2,0.3
CC1CC(C)CN(C(=O)CCn2c(=O)oc3ccccc32)C1 (configuration not stated),-1.2,-0.6,-2.9,1.1,-2.1,-0.3,-0.6,-5.8,0.1,1.2,1.6
CCC1CCCCN1C(=S)NC(=O)c1cc(Br)ccc1Cl (configuration not stated),-1.2,-3.0,-1.9,0.6,-2.9,0.2,3.4,-2.0,-0.9,-0.3,0.4
Cc1nc2c(C(=O)N3CCOCC3)cnn2c(C)c1Cc1ccc(Cl)cc1,-1.3,-2.4,-0.6,8.3,6.2,0.4,2.9,-218.3,-0.1,0.7,-3.6
Cc1csc2nc(=O)c3ccccc3n12,-1.5,-1.2,-2.4,-4.9,0.8,-0.6,9.3,-245.8,0.6,1.9,2.9
CCN(CC(=O)Nc1ccc(NC(C)=O)cc1)C(=O)CCCc1c[nH]c2ccccc12,0.0,4.9,-0.5,2.1,1.9,-0.2,-28.0,5.4,0.5,-1.9,-2.3
Cc1cccc(N/C(N)=N/c2nc(C(F)(F)F)cc(=O)[nH]2)c1C,-0.6,-2.6,0.8,-6.9,-7.1,-1.0,-4.1,8.1,-0.1,3.1,0.2
COc1ccccc1C(CNC(=O)c1cccc(S(=O)(=O)Nc2ccc(F)cc2)c1)N1CCCC1 (configuration not stated),-0.9,-3.3,-0.4,0.7,-3.8,0.5,-11.4,-4.4,0.5,-3.5,2.3
CCC(=O)N(CCc1ccccc1)Cc1cc2ccc(OC)cc2[nH]c1=O,-0.9,0.3,-2.5,-1.1,-1.0,-0.8,-2.9,-10.0,-0.4,-3.1,-0.4

# By substructure, the entries above with a Cl atom
SMILES,ssDAF-12 act,SMARCA2 activ,hcDAF-12 act,NPR2 activator,GC-A act,DAX1 inh-1,sPLA2-III inh,ADAM10 inh,DAX1 inh-2,FXN GAA850 act,hgDAF-12 ag
CN(CC(=O)Nc1ccccc1Cl)C(=O)CCNC(=O)Nc1ccccc1,-0.9,2.2,-1.9,-2.8,1.4,-0.7,-3.3,-0.8,-0.7,0.3,-1.2
CN(CC(=O)Nc1ccc(Cl)c(C(F)(F)F)c1)C(=O)c1cn2ccccc2n1,-1.0,0.0,-3.1,-5.4,1.6,0.1,-4.2,-4.4,-2.8,0.6,2.5
Cc1cc(NC(=O)Nc2cc(Cl)ccc2C)no1,-1.0,-2.4,1.1,-3.4,-1.4,-0.2,-3.8,-1.0,0.1,0.3,2.8
COc1ccc(Cl)cc1S(=O)(=O)N1CCCc2ccccc21,-0.5,-1.6,-1.0,-7.4,-4.7,0.7,-3.9,0.9,0.0,2.1,-0.3
CC1CN=C(c2cccn2Cc2ccc(F)cc2Cl)O1 (configuration not stated),-1.1,-2.8,-0.2,-3.8,3.4,1.1,4.5,6.7,0.6,1.1,1.1
Cc1nnc2c3ccccc3c(Cl)nn12,-1.6,-2.2,-0.7,-3.6,9.7,3.5,1.3,-6.6,-0.8,-0.1,1.8
CCC1CCCCN1C(=S)NC(=O)c1cc(Br)ccc1Cl (configuration not stated),-1.2,-3.0,-1.9,0.6,-2.9,0.2,3.4,-2.0,-0.9,-0.3,0.4
Cc1nc2c(C(=O)N3CCOCC3)cnn2c(C)c1Cc1ccc(Cl)cc1,-1.3,-2.4,-0.6,8.3,6.2,0.4,2.9,-218.3,-0.1,0.7,-3.6
